Scp-1 inhibitor: Scp-1 (human) phosphatase inhibition; Q9GZU7; Recombinant Scp1, phosphopeptide, malachite green phosphate absorbance; inhibition, % at 20 µM; actives 0.88% (n = 340,000);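 active = inhibition above about 50% at 20 µM, limit read from the data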;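 also: plate controls were DMSO wells with enzyme for no effect and wells lacking enzyme for full effect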
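Test system: SCP-1 catalytic domain; Buffer or medium: Acidic Tris acetate buffer with magnesium and detergent; Also added: Phosphorylated 17-residue peptide substrate; Compound: single 20 µM dose, 1% DMSO; Schedule: enzyme reaction 45 min at room temperature, colour 5 min, stabilisation 30 min; Signal: Phosphate-binding colour reagent, absorbance read at 630 nm.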
STEP inh: inhibitors of human striatal-enriched phosphatase STEP; inhibition, % at 20 µM; AID 588621; P54829; recombinant STEP, OMFP fluorogenic substrate, fluorescence; actives 0.25% (n = 360,000);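 active = inhibition at 20 µM, scaled per plate between control wells, above about 37%, limit read from the data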;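 also: 0% = DMSO with enzyme and substrate and 100% = substrate only without enzyme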
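medium = Bis-Tris buffer pH 6.0, 2.5 mM DTT, 0.005% Tween 20 | test system = STEP (striatal-enriched tyrosine phosphatase) enzyme, cell-free | measure = normalized % inhibition | compound dosing = 20 µM, 1% DMSO | also added = 25 µM OMFP | schedule = reaction 20 min, ambient temperature | measured by = fluorescence read at 480 nm ex / 540 nm em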
LMPTP inh: LMPTP (human) inhibition. P24666. inhibition, % at 20 µM. actives 0.22% (n = 360,000). recombinant LMPTP-A, OMFP fluorogenic substrate, fluorescence intensity;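 active = compounds that cut the enzyme signal by at least half of the control window in the single-dose screen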;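 also: plate controls were DMSO wells with enzyme plus substrate for no effect and substrate without enzyme for full effect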
Target sequence (P24666 whole entry, looked up): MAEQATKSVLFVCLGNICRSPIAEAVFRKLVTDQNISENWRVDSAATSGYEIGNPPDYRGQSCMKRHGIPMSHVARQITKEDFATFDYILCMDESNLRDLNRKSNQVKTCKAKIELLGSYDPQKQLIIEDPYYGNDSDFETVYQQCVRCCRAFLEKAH
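Assay system: LMPTP-A, protein tyrosine phosphatase of low molecular weight / Medium: pH 6.0 Bis-Tris buffer with DTT and Triton X-100 / Schedule: 50 min enzyme reaction at room temperature, protected from light / Measured by: endpoint fluorescence intensity from OMFP dephosphorylation / Read-out basis: % inhibition relative to no-enzyme and uninhibited control wells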
Neddylation inh: inhibitors of human cullin neddylation; actives 0.58% (n = 360,000); P61081+Q13564; calls only at 25 µM; TR-FRET cullin neddylation, biochemical; in the data active = inhibition above about 36%
Target sequence (P61081 whole entry, looked up): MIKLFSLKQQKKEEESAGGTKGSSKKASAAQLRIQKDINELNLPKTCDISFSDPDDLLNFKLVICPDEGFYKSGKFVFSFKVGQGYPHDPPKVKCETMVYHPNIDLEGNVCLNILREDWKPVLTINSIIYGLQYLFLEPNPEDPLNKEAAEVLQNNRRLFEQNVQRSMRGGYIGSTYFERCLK
Target sequence (Q13564 whole entry, looked up): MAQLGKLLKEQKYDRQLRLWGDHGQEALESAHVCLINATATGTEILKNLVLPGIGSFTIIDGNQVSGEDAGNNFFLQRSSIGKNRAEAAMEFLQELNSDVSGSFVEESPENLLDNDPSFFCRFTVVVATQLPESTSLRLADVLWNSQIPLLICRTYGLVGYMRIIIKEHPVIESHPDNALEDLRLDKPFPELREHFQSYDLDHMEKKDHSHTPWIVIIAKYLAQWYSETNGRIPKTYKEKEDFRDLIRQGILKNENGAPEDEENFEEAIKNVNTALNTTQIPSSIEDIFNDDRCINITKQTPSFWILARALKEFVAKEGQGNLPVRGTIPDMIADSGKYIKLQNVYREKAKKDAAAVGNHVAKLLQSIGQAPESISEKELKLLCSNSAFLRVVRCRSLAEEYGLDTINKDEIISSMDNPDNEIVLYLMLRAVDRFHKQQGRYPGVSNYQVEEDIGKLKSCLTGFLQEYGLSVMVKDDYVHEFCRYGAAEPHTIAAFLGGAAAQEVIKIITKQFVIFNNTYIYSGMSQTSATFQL
Rpn11 block: Rpn11 (human) deubiquitinase inhibition; human 26S proteasome, Ub4-pepOG fluorescence polarization; 20S core pre-blocked with epoxomicin; AID 588493; calls only at 20 µM; actives 0.59% (n = 360,000);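 active = inhibition at 20 µM, scaled to each plate's controls, above about 33%, limit read from the data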
DNMT1 inh: DNMT1 (human) enzyme inhibition | P26358 | DNMT1 molecular beacon, Hinp1I cleavage, fluorescence | inhibition (reported as % activation of signal), % at 10 µM | actives 0.83% (n = 360,000) | AID 588458; in the data active = inhibition above about 50%
Rin1 Abl inh: inhibitors of human Rin1-Abl protein interaction. P00519+Q13671. inhibition, % at 7.35 µM. TR-FRET Rin1/Abl binding, biochemical. actives 0.4% (n = 360,000); in the data active = inhibition above about 5%, passing the limit was not always enough
SUMO1 PPI mod: alters human SUMO1 binding to SIM partners | inhibition, % at 20 µM | SUMO1 binding to a labelled peptide, TR-FRET, 1 h | actives 0.33% (n = 360,000); in the data active = inhibition above about 37%
Target sequence (P63165 whole entry, looked up): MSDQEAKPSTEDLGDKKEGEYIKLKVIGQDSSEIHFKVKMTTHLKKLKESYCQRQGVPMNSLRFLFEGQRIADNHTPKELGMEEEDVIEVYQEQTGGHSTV
NadD block: blocks S. aureus nicotinate mononucleotide adenylyltransferase | AID 602399 | actives 0.78% (n = 360,000) | purified NadD enzyme, colorimetric absorbance read-out | inhibition, % at 20 µM; in the data active = inhibition above about 26%; also: some compounds past the cut are filed as inactive
CSN inh: inhibitors of human CSN-mediated cullin deneddylation; actives 0.38% (n = 360,000); inhibition, % at 12.5 µM; Q92905; Purified CSN, SCF-Nedd8-OG deneddylation, fluorescence polarization;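 active = pattern-corrected inhibition above about 35%, with an unprinted fluorescence ratio check between 0.5 and 1.5, limit read from the data, passing the limit was not always enough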;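 also: 0% = enzyme with substrate and 100% = substrate without enzyme; some results filed as inactive read as strong as hits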
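test system = HEK293T-derived human Csn5 enzyme | amount = 0.24 nM Csn5 enzyme, final concentration | medium = Tris/NaCl/DTT buffer, pH 7.5 | schedule = 90 min reaction at room temperature | signal = FP | evaluation = inhibition of Csn5 cleavage, % | compound dosing = single dose of 12.5 µM compound with 0.25% DMSO | probe or stimulus = 10 nM SCFSkp2-Nedd8OG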
The depositor's hits bear a star; i = inactive; x = no result given; + = active, no number.

SMILES	Scp-1 inhibitor	STEP inh	LMPTP inh	Neddylation inh	Rpn11 block	DNMT1 inh	Rin1 Abl inh	SUMO1 PPI mod	NadD block	CSN inh
O=C(/C=C/c1ccc([N+](=O)[O-])cc1)N(c1ccccn1)C1CCCCC1	3	-1	0.5	i	i	-5	-7	-23	5	1
C[C@H](C(=O)CC(=O)OC(C)(C)C)[C@H](O)c1ccccc1	-1	-1	-0.4	i	i	-1	4	0	-1	-3
Cc1ccc(NC(=O)Nc2nc(-c3ccc(C)s3)cs2)cc1	-7	2	-1.1	i	i	-8	5	1	0	2
CC1CCc2sc(C(=O)NNC(=S)NC3CC3)cc2C1 (configuration not stated)	-2	-2	-0.5	i	i	-2	-4	1	4	0
COC(=O)c1ccc2c(=O)n(CC3CCCO3)c(SCC(=O)Nc3ccccc3Cl)nc2c1 (configuration not stated)	-4	11	0.9	i	i	13	7	4	-3	2
COCCCNC(=O)CCCn1c(=O)[nH]c2ccccc2c1=O	-2	-4	-1.8	i	i	3	2	2	-5	3
COCCNC(=O)C(c1ccccc1F)N(C(=O)C(=O)NC1CCCC1)C1CCCCC1 (configuration not stated)	1	-3	-0.2	i	i	1	0	1	-37	-7
CSCCC(NC(=O)c1ccc(Cl)cc1Cl)C(=O)N1CC(C)OC(C)C1 (configuration not stated)	-6	0	-2.1	i	i	1	-1	0	-3	0
C=CCNS(=O)(=O)NC(=O)C1=C(N2CCCC2)COC1=O	-8	-2	0.6	i	i	2	4	2	2	-6
CCOc1ccc(C2CC(=O)NC3=C2C(=O)CCC3)cc1Cl (configuration not stated)	-3	3	0.6	i	i	0	-4	1	2	-3
Cc1ccc(S(=O)(=O)NCC2CCC(C(=O)NCCCN3CCCC3=O)CC2)cc1 (configuration not stated)	-4	-3	-1.2	i	i	1	2	1	2	-1
CN(Cc1cccc(Cl)c1Cl)C(=O)CCNC(=O)c1ccco1	2	0	-1.2	i	i	4	-1	1	2	1
Cc1cc(N)c2cc(NC(=O)/C=C/c3ccccc3Cl)ccc2n1	-5	6	20	+	+	53*	-10	89*	5	108*
COc1ccc(N2CCN(S(=O)(=O)c3cccc(C(F)(F)F)c3)CC2)cc1	-5	3	-0.1	i	i	-1	0	32	-6	1
COc1cccc2cc(C(N)=O)oc12	17	0	0.9	x	i	-2	-1	2	2	10
O=C(NCc1cccc(F)c1)c1cccc2c1C(=O)c1ccc(N3CCCC3)cc1S2(=O)=O	-6	-2	3.3	i	i	5	-4	-50	13	16
CCOC(=O)C1CCCN(C(=O)c2cccc(S(=O)(=O)N3CCCC3)c2)C1 (configuration not stated)	-3	-4	-9.7	i	i	2	2	-26	13	0
O=C(NCCc1ccccc1)c1ccc(-c2cccnc2)c2ccoc12	x	0	0.1	i	i	3	5	11	0	3
CCC(=O)N(C)C[C@@H]1Oc2cc(Br)ccc2S(=O)(=O)N([C@@H](C)CO)C[C@@H]1C	x	1	-0.2	i	i	1	0	-2	0	1
CC(=O)Nc1ccccc1OCc1cnc(Cl)s1	-6	4	0.1	i	i	-3	-2	3	-2	-1
CCOc1ccc(C(=O)NC(C)CCc2ccccc2)cc1 (configuration not stated)	-10	3	-1.1	i	i	2	1	-2	-6	0
CCOC(=O)c1[nH]c(C)c(C(=O)C(C)C)c1C	7	-2	1.1	i	i	0	-1	-1	-5	-6
O=C(COC(=O)c1ccc(CO)cc1)Nc1ccc(OC(F)F)cc1	-7	-1	0.1	i	i	-5	-1	7	-4	-4
COc1ccc2c(c1)c(=O)oc1cc(OCC(=O)NCC3CCC(C(=O)O)CC3)ccc12 (configuration not stated)	12	2	1.3	x	i	7	-1	16	0	-2
COc1ccc(N2C(=O)C3C(C2=O)C2C=CC3C23CC3)c([N+](=O)[O-])c1 (configuration not stated)	-4	-3	-1.0	i	i	1	2	-13	-1	4
Further structures follow:
SMILES	Scp-1 inhibitor	STEP inh	LMPTP inh	Neddylation inh	Rpn11 block	DNMT1 inh	Rin1 Abl inh	SUMO1 PPI mod	NadD block	CSN inh
COc1ccc(OC(C)C(=O)NC2CCCCCC2)cc1 (configuration not stated)	-2	-1	0.9	i	i	0	-2	-2	-3	1
CCOCCCNC(=O)c1cc(-c2ccc(Br)s2)nc2ccccc12	-15	-1	-0.7	i	i	12	-8	-30	-1	2
O=[N+]([O-])c1ccc(-n2ccnc2)cc1	-3	-2	-1.4	i	i	1	0	-31	-9	2
O=C(NNC(=S)Nc1ccc(F)cc1)c1cccc([N+](=O)[O-])c1	-10	0	-0.8	i	i	0	-2	-17	1	4
CC[C@H](C)C(N)c1cn([C@@H](CC(N)=O)C(=O)N2CCNCC2)nn1 (some centres not stated)	-4	3	-4.6	i	i	4	2	5	-1	-5
S=c1[nH]nc(-c2ccc(Br)cc2)n1-c1ccc(Br)cc1	2	-2	1.1	i	i	1	-3	3	13	-1
Cc1ccc2oc(=O)c3cc(C(=O)NCCCN4CCc5ccccc5C4)sc3c2c1	-10	4	24	i	i	-5	-7	-22	15	3
O=[N+]([O-])c1cc(Cl)ccc1N1CCOCC1	-14	-1	-0.1	i	i	2	1	-8	5	7
COc1cc(OC)cc(-c2nc(=S)n3ccsc3n2)c1	6	1	1.0	i	i	9	-3	-5	2	-4
COc1cccc(NC(=O)CCC(=O)Nc2cc(OC)c(NC(=O)c3cccs3)cc2OC)c1	-5	-2	0.2	i	i	-4	3	18	-10	-1
CCC(CC)C(=O)NCCc1cc2cc(C)c(C)cc2[nH]c1=O	1	1	0.8	i	i	1	-4	5	0	7
CN(CC(=O)Nc1ccccc1Cl)C(=O)c1ccc(-c2cccc(C(F)(F)F)c2)o1	-10	0	2.6	i	i	3	-2	-10	-10	0
Oc1ccc(C=NNC(=S)Nc2ccccc2)nc1	x	2	-0.5	i	i	-2	-7	-15	-2	-4
CCCCCCCCCc1conc1C(=O)/C=C/c1ccco1	x	x	3.2	i	x	x	x	12	x	5
O=C(Cn1c(SCC(=O)NC2CCCC2)nnc1-c1ccncc1)Nc1ccc2c(c1)OCO2	-6	-3	-1.1	i	i	2	-2	2	-7	0
CC(NC(=O)COC(=O)c1ccccc1SCC(=O)N1CCCC1)c1ccccc1 (configuration not stated)	-6	-1	0.9	i	i	5	-3	2	3	-1
CCc1n[nH]c(=S)n1/N=C/c1cc(Br)c(OC)cc1OC	-3	-3	-0.6	i	i	9	-1	2	-3	-16
CCOc1ccc(S(=O)(=O)NCCSCc2ccco2)cc1	6	-1	0.3	i	i	-3	-3	2	-4	-1
COC(=O)C1=C(C)N(CCC2=CCCCC2)C(=O)C1	17	3	0.1	i	i	1	2	0	0	3
CC1CCN(c2c(NCC3CCC(C(=O)N4CCc5ccccc5C4)CC3)c(=O)c2=O)CC1 (configuration not stated)	-7	0	0.3	i	i	-2	3	5	-2	-1
Cc1cc(C(=O)NCc2ccccc2)c(=O)[nH]c1C	-5	-1	-0.1	+	i	-2	-4	1	5	-3
CCOC(=O)c1sc(NC(=O)CSc2nc(C)cc(-c3ccccc3)n2)c(C#N)c1C	-4	0	-1.1	i	i	0	1	-1	1	-2
O=C(CN1C(=O)NC2(CCCC2)C1=O)Nc1cccc(C(F)(F)F)c1	-5	-2	0.6	i	i	-1	0	3	-8	0
CC(C)(C)C(C(=O)NCc1ccccc1)N1CCN(C(=O)C2CCCO2)CC1 (configuration not stated)	x	x	-1.1	i	x	x	x	8	x	-1
COc1ccc(NC(=O)C2CC(=O)N/C(=N/N=C/c3ccco3)S2)cc1 (configuration not stated)	10	3	0.1	i	i	7	0	-4	-8	0

Ten structures out of the list, sorted by heavy-atom count, smallest number first.
SMILES	Scp-1 inhibitor	STEP inh	LMPTP inh	Neddylation inh	Rpn11 block	DNMT1 inh	Rin1 Abl inh	SUMO1 PPI mod	NadD block	CSN inh
O=[N+]([O-])c1ccc(-n2ccnc2)cc1	-3	-2	-1.4	i	i	1	0	-31	-9	2
O=[N+]([O-])c1cc(Cl)ccc1N1CCOCC1	-14	-1	-0.1	i	i	2	1	-8	5	7
COC(=O)C1=C(C)N(CCC2=CCCCC2)C(=O)C1	17	3	0.1	i	i	1	2	0	0	3
COc1cc(OC)cc(-c2nc(=S)n3ccsc3n2)c1	6	1	1.0	i	i	9	-3	-5	2	-4
CCOc1ccc(S(=O)(=O)NCCSCc2ccco2)cc1	6	-1	0.3	i	i	-3	-3	2	-4	-1
CCOCCCNC(=O)c1cc(-c2ccc(Br)s2)nc2ccccc12	-15	-1	-0.7	i	i	12	-8	-30	-1	2
COc1ccc(NC(=O)C2CC(=O)N/C(=N/N=C/c3ccco3)S2)cc1 (configuration not stated)	10	3	0.1	i	i	7	0	-4	-8	0
CC(NC(=O)COC(=O)c1ccccc1SCC(=O)N1CCCC1)c1ccccc1 (configuration not stated)	-6	-1	0.9	i	i	5	-3	2	3	-1
CC1CCN(c2c(NCC3CCC(C(=O)N4CCc5ccccc5C4)CC3)c(=O)c2=O)CC1 (configuration not stated)	-7	0	0.3	i	i	-2	3	5	-2	-1
O=C(Cn1c(SCC(=O)NC2CCCC2)nnc1-c1ccncc1)Nc1ccc2c(c1)OCO2	-6	-3	-1.1	i	i	2	-2	2	-7	0

(more compounds)
SMILES	Scp-1 inhibitor	STEP inh	LMPTP inh	Neddylation inh	Rpn11 block	DNMT1 inh	Rin1 Abl inh	SUMO1 PPI mod	NadD block	CSN inh
C[C@H](NS(=O)(=O)c1ccccc1)C(=O)OCC(=O)NC(=O)Nc1ccc2c(c1)OCCO2	-4	-4	-0.5	i	i	-2	0	1	-3	1
COCCNC(=S)N/N=C(\C)c1cc2ccccc2o1	-3	1	-1.9	i	i	-2	-3	-11	-1	-15
O=C(Nc1cccc(C(F)(F)F)c1)c1ccc2nc(-c3ccco3)c(-c3ccco3)nc2c1	84*	2	22	i	i	85*	3	33	65*	20
CCc1nonc1NC(=O)c1oc2ccc(Br)cc2c1C	-7	4	-0.5	i	i	13	-1	2	2	-1
CCOC(=O)c1sc(=S)n(-c2cc(F)ccc2F)c1N	-2	2	1.0	i	i	-6	-3	-19	-6	-2
Cc1ccc(C)c(C(O)c2ncc(-c3cccc(F)c3)[nH]2)c1 (configuration not stated)	x	0	0.1	i	i	1	-3	-2	1	1

Assay outcomes as filed in PubChem.
